# EPAC2 ag: agonists of human EPAC2 (RAPGEF4); EPAC2 activation, biochemical qHTS; response scale: 100% = 6.5 mM cAMP response; Potency, µM (titrated, usually from 154 µM), without a hit: top-dose activation, actives largely listed as activators; actives 0.079% (n = 360,000); note: potency is the fitted concentration of half-maximal effect; nearly all actives have a fitted effect of over 50% in size
#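 Readout is BODIPY fluorescence (480 nm excitation, 540 nm emission), which falls as labeled GDP is exchanged off Rap1B. EPAC2 at 100 nM acted on 250 nM RAP1B-BODIPY-GDP with 50 uM GDP present.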
# Akt phos inh: inhibitors of Akt phosphorylation | actives 0.32% (n = 360,000) | activity change, % for hits at 50 µM | Neuro2A IGF-stimulated pAkt S473 HTRF, 20 min; hits give low values; in the data active = activity change below about -80%; inconclusive = mostly about -51% to -80%; note: % is set by controls: 0 for no effect and ±100 for the full control effect
#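 Single-point screen (50 µM final compound) in Neuro2A cells stimulated 20 min with 6 nM IGF at 37 deg C. After lysis, Ser473-phosphorylated Akt read by HTRF (ex 330 nm, em 615/665 nm) as the 665/615 ratio.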
# DRD3 antagonist: blocks the human D3 dopamine receptor; D3R cells, DiscoveRx beta-arrestin luminescence, antagonist mode; hits give low values; P35462; max response, negative = inhibition, %; actives 2.5% (n = 360,000); in the data active = max response below about -50%; inconclusive = no clear call, values can overlap the other calls; note: % is set by controls: 0 for no effect and ±100 for the full control effect; mostly tested at two doses, the higher about 12 µM
# Target sequence (P35462 whole entry, looked up): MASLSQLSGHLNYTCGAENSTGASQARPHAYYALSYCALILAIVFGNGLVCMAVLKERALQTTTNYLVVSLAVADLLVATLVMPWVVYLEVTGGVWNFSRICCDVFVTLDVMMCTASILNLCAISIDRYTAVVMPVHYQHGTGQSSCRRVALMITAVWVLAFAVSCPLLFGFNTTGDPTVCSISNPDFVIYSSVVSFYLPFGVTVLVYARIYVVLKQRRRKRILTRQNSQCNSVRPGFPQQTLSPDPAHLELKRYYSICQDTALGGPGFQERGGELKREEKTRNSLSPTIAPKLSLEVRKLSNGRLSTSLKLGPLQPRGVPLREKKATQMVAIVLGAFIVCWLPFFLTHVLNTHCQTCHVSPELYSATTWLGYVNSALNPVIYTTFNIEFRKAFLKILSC
#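 Cells plated overnight at 1500 cells/well, then exposed to library compounds with dopamine controls for 90 minutes at 37 degrees C. DiscoveRx reagent added for 30–60 minutes at room temperature; luminescence read, quantitative HTS format.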
# D3 ag: D3 dopamine receptor (human) agonism; P35462; D3R DiscoveRx beta-arrestin cells, luminescence, 90 min; max activation, %; actives 0.58% (n = 410,000); AID 652048; in the data active = max activation above about 30%; note: 0% is about no effect; mostly tested at two doses, the higher about 12 µM
#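 Cells at 1500/well, incubated overnight, then treated with pinned compounds (dopamine as control) for 90 min at 37 degrees C. DiscoveRx reagent added for 30 - 60 minutes at room temperature; luminescence read.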
# CCT chaperon mod: changes cytosolic chaperonin activity | purified chaperonin ATPase assay, HTRF ADP detection, 30 min | activity change, % (concentration not given with the values), hits read low | actives 0.3% (n = 360,000); in the data active = activity change below about -30%; note: % is set by controls: 0 for no effect and ±100 for the full control effect
#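 Nucleotide hydrolysis assay: TRiC at 20–40 nM final (set by batch activity) with 10 uM ATP, 30 min at 37 °C, in presence of 76 uM compound. Detection by competitive ADP HTRF, 30 min ambient.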
# Mm-Cpn inhibitor: blocks the Methanococcus maripaludis chaperonin Mm-Cpn; purified Mm-Cpn ATPase, ADP Transcreener TR-FRET; Potency, µM (series often up to 76.9 µM), inactives show at the highest dose activity, negative = inhibition, hits mostly inhibitors; actives 0.031% (n = 330,000); note: potency is the fitted concentration of half-maximal effect; % is set by controls: 0 for no effect and ±100 for the full control effect; nearly all actives have a fitted effect of over 80% in size
#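 ATPase read-out: TR-FRET ADP immunoassay (anti-ADP Eu cryptate vs ADP-d2), ex 320 nm, em 590/665 nm; signal drops as ADP forms. Enzyme 25 nM, ATP 10 uM, 30 min at 37°C after 10 min compound preincubation.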
# PTHR1 ag: PTHR1 (human) receptor agonism. Q03431. HEK293 GP2 PTHR1 cells, GloSensor cAMP luminescence, 1 h. Potency, µM (top dose mostly 115 µM), for inactives: top-dose activation, hits mostly activators. actives 0.075% (n = 410,000); note: potency is the fitted concentration of half-maximal effect; nearly all actives have a fitted effect of over 55% in size; some results filed as inactive show a strong effect at the top dose; inactives centre near -15; many of its hits are not listed in these tables
# Target sequence (Q03431 whole entry, looked up): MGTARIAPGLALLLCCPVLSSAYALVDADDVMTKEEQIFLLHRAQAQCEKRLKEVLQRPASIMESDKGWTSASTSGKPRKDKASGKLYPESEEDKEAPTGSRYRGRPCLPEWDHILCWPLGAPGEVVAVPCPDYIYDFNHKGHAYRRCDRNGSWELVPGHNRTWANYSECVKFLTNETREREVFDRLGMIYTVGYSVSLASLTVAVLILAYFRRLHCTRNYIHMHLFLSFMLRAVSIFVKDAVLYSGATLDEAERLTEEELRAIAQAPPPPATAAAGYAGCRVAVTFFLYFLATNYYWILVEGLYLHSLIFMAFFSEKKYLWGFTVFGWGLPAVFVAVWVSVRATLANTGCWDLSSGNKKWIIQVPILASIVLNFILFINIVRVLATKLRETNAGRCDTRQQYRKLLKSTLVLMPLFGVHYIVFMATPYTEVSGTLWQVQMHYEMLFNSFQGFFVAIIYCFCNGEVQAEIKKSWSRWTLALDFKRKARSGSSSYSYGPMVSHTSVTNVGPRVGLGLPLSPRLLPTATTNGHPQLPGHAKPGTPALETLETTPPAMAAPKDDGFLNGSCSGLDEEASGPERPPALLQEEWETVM
#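 HEK-293-derived GP2 cells expressing PTHR1 and a GloSensor cAMP reporter, 3,000/well, plated overnight, given luciferin plus IBMX (each 0.5 mM as added) for 1 h at 37 °C, then compound for 1 h at 37 °C. Luminescence was read after 15 min at room temperature.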
# EPAC2 antag: EPAC2 (human) antagonism; Q8WZA2; Potency, µM (titrated, usually from 114 µM), for the others: at the top dose activity, negative = inhibition, hits mostly inhibitors; actives 0.18% (n = 360,000); EPAC2 GEF exchange of Rap1B-BODIPY-GDP, fluorescence; note: potency is the fitted concentration of half-maximal effect; % is set by controls: 0 for no effect and ±100 for the full control effect; nearly all actives have a fitted effect of over 45% in size; many of its hits are not listed in these tables
# * = called active by the depositor; i = inactive; u = inconclusive; x = not tested or not shown; [ ] = dose if it differs, or a comment. Unless noted, calls come from the whole dose curve; as a rule, active = well fitted curve in the direction sought with a large enough effect; inconclusive = small, poorly fitted or top-dose-only effect, or another doubt; inactive = no such curve, though single readings can be large; an effect the other way counts as inactive or inconclusive. Not all compounds are listed; count on the stated rates, not on these rows.
SMILES,EPAC2 ag,Akt phos inh,DRD3 antagonist,D3 ag,CCT chaperon mod,Mm-Cpn inhibitor,PTHR1 ag,EPAC2 antag
Cc1ccc(C(C)NC(=O)c2c(-c3ccccc3)noc2C)cc1C (stereo not given),8%,i,3,1,2.0,0%,i,-14%
COc1ccc(OC)c(S(=O)(=O)Nc2ccc3c(c2)OCCO3)c1,5%,i,-9,6,-1.0,x,i,-6%
COc1ccc(NC(=O)c2cccc(S(=O)(=O)N3CCN(c4ccccc4)CC3)c2)c(OC)c1,2%,i,10,5,-3.7,-1%,-3%,3%
CC(C)(CNC(=O)c1cc2c(s1)CCCC2)N1CCOCC1,5%,i,u,-32,-0.6,1%,18%,-18%
CC(C)(C)S(=O)N1Cc2cc(C(=O)N3CCOCC3)nc(-c3cccc(Br)c3)c2[C@H]1CCO (stereo not given in full),-17%,i,9,3,1.2,x,26%,-22%
CN(C)c1nc(Nc2ccc(Cl)cc2)nc(OCC#N)n1,-7%,i,21,1,-3.9,-1%,-33%[inhibitor],2%
CC(C)n1nc(C(=O)NCc2ccc3c(c2)OCO3)c2ccccc2c1=O,5%,i,21,2,1.6,1%,-70%[inhibitor],-17%
NC(=O)C1=NOC(CNc2ncc(C(F)(F)F)cc2Cl)C1 (stereo not given),13%,i,-15,1,1.4,1%,-8%[57.5 µM],0%
Cc1ccc(S(=O)(=O)Nc2ccc(N3CCN(C)CC3)nc2)cc1,2%,i,-59*,-16,0.5,1%,-12%,16%
COC(=O)COc1ccc(S(=O)(=O)NCCC2=CCCCC2)cc1C,6%,i,9,4,-5.8,-1%,-1%,-2%

# Single values from the entries so far:
# CN(C)c1nc(Nc2ccc(Cl)cc2)nc(OCC#N)n1 – D3 ag = 1
# CC(C)(CNC(=O)c1cc2c(s1)CCCC2)N1CCOCC1 – EPAC2 antag = -18%

# Carrying on:
SMILES,EPAC2 ag,Akt phos inh,DRD3 antagonist,D3 ag,CCT chaperon mod,Mm-Cpn inhibitor,PTHR1 ag,EPAC2 antag
CCN(CC)c1nc(-c2ccccc2)ncc1S(=O)(=O)c1ccc(C)cc1,7%,i,u,-10,0.4,1%,-25%,-15%
Cc1cccc(C(=O)NC(C)C2CC3CCC2C3)c1 (stereo not given),4%,i,-13,-3,-2.7,x,i,-8%
COc1c(F)c(F)c(C(=O)O)c(Nc2cccc(C)c2)c1F,4%,i,-9,5,-0.8,1%,-5%,-2%
COC(=O)C1=C(C(=O)c2ccccc2)C(c2ccccc2)n2nnnc2N1 (stereo not given),10%,i,-3,3,0.1,2%,-13%,-5%
Cc1cccc(Oc2nc(-c3cccc([N+](=O)[O-])c3)nc3ccccc23)c1C,7%,i,23,-2,-3.4,0%,i,-5%
O=C(N/N=C/C=C/c1ccccc1)c1cnccn1,4%,i,-1,-2,1.1,0%,-24%[57.5 µM],21%
COc1ccc(C(CNC(=O)c2ccc(S(=O)(=O)Nc3cccc(C)c3C)cc2)N2CCOCC2)cc1 (stereo not given),17%,i,-6,-1,-0.1,x,-22%,-2%
CC(NC(=O)c1ccccc1NC(=O)CSc1nnnn1C)c1ccccc1 (stereo not given),12%,i,-10,5,-1.3,-6%,i,5%
O=C(NCCCN1CCOCC1)c1cc2ccccc2o1,7%,i,8,-1,-0.7,-2%,i,1%
COC(=O)[C@@]1(Cc2ccccc2)[C@H]2C(=O)N(Cc3ccccc3)C(=O)[C@H]2[C@H]2CN=C(SCc3ccccc3)N21,9%,i,15,1,-2.5,2%,-25%,-4%
Cn1nnnc1SCc1ccc(C(=O)Nc2nccs2)cc1,-3%,i,-15,14,1.2,1%,-7%[57.5 µM],6%
CN(CC(=O)Nc1ccc(F)cc1)C(=O)CN1C(=O)NC2(CCCCC2)C1=O,-3%,i,11,0,0.9,0%,i,11%
Cc1c(NC(=O)CSc2nncc3ccccc23)c(=O)n(-c2ccccc2)n1C,-13%,i,-10,2,1.2,-5%,0%[57.5 µM],10%
CN(C)c1nc(N)nc2c1ncn2C1OC(CO)CC1O (stereo not given),6%,i,-7,-11,-3.2,x,0%,3%
CSc1cccc(NC(=O)CSc2nnc(C)s2)c1,11%,i,-13,-1,-1.7,0%,-13%[57.5 µM],-1%
Cc1cc(O)c2c(C)c(CC(=O)N3CCN(C(=O)C4COc5ccccc5O4)CC3)c(=O)oc2c1 (stereo not given),3%,i,4,-6,-0.3,-9%,-43%[inhibitor],-2%
CC1CCCC(NC(=O)Cc2ccc(Br)cc2)C1C (stereo not given),-3%,i,-1,-2,-0.6,-1%,-31%[inhibitor],14%
Cc1ccc(C)c(NC(=O)CSc2nnc(CNC(=O)c3ccco3)o2)c1,19%,i,-6,-4,-3.7,1%,i,-1%
OCCC1CN(CCCc2ccccc2)CCN1CCc1ccccc1 (stereo not given),-6%,i,-18,-20,1.4,-2%,i,-9%
Cc1c(C(=O)N2c3ccccc3Sc3ccccc32)cccc1[N+](=O)[O-],13%,i,-15,-4,2.2,1%,i,11%

# One compound at a time, as listed above. Screens in order: EPAC2 ag	Akt phos inh	DRD3 antagonist	D3 ag	CCT chaperon mod	Mm-Cpn inhibitor	PTHR1 ag	EPAC2 antag
# Results for `Cc1ccc(S(=O)(=O)Nc2ccc(N3CCN(C)CC3)nc2)cc1` : 2%	i	-59*	-16	0.5	1%	-12%	16%
# Results for `Cc1c(C(=O)N2c3ccccc3Sc3ccccc32)cccc1[N+](=O)[O-]` : 13%	i	-15	-4	2.2	1%	i	11%
# Results for `OCCC1CN(CCCc2ccccc2)CCN1CCc1ccccc1` (stereo not given) : -6%	i	-18	-20	1.4	-2%	i	-9%

# (continued)
SMILES,EPAC2 ag,Akt phos inh,DRD3 antagonist,D3 ag,CCT chaperon mod,Mm-Cpn inhibitor,PTHR1 ag,EPAC2 antag
CC12COC3(C(=O)Nc4ccccc4F)CC1CCC32C (stereo not given),11%,i,6,-5,-0.3,-2%,-2%,-6%
CCOC(=O)C1CCN(C(=O)Cn2cc(C(=O)c3ccco3)c3ccccc32)CC1,-6%,i,16,10,1.3,x,-6%[57.5 µM],7%
CCN(CC(=O)NCc1ccc(Cl)cc1)C(=O)CSc1ccccc1F,-2%,i,24,4,4.5,-2%,u,10%
Cc1ccc(CS(=O)(=O)CC(C)(O)c2ccc(Cl)cc2)cc1 (stereo not given),10%,i,-25,25,0.3,1%,u,-19%
O=C(c1ccccc1)c1coc2ccc(O)c(CN3CCOCC3)c12,2%,i,4,-3,1.8,1%,-9%[57.5 µM],1%
CCN(CC(=O)Nc1c(F)cccc1F)C(=O)c1cccc(S(=O)(=O)N2CCCCCC2)c1,10%,i,-7,-5,-0.4,-6%,i,-2%
CC1(C)CC2CC(C)(CN2C(=O)c2cc(-c3ccc(O)cc3)on2)C1 (stereo not given),-4%,i,3,11,-0.8,3%,i,-25%
Cc1ccc(C(=O)Nc2nc3ccc(Cl)cc3s2)o1,2%,i,14,20,-1.0,x,-20%,0%
CC(C)(C)c1ccc(CC(=O)N2CCC2(C)C(=O)NS(=O)(=O)c2cccc(OC(F)F)c2)cc1 (stereo not given),-6%,i,21,2,-1.3,x,-7%,-14%
Cn1c(=O)n(CC#N)c2ccccc21,8%,i,9,1,-1.6,1%,i,-3%
Nc1nc(Nc2cccc(C(F)(F)F)c2)nc(C(F)(F)F)n1,-4%,i,u,-11,-1.0,-2%,-19%,-28%
CCCCOC(=O)c1ccc(NC(=O)C(=O)CC(=O)c2ccc(OC)cc2)cc1,-16%,i,u,4,0.7,0%,-22%,-12%
Cc1ccc(NC(=O)c2ccc3c(c2)OCCO3)nc1,4%,i,16,2,-0.9,0%,-51%[inhibitor],12%
COc1ccc(-n2ncc3c(NCc4cccs4)ncnc32)cc1,7%,i,3,2,-0.7,0%,-36%[inhibitor][57.5 µM],-8%
Cc1cccc(NC(=O)CN2C(=O)N/C(=C/c3ccc(C)o3)C2=O)c1,-5%,i,-25,-2,0.1,1%,i,17%
COc1cccc(OC)c1C(=O)NCCc1ccccc1,-1%,i,-1,1,0.3,x,i,2%
CCOCCCNC(=O)c1cn(CC(C)C)c(=O)c2cc(OC)c(OC)cc12,7%,i,-17,-6,-1.2,-1%,i,1%
CC1CCCCC12NC(=O)N(CC(=O)NCCc1ccc(F)cc1)C2=O (stereo not given),9%,i,-19,-1,-22,0%,i,-2%
CC(=O)Nc1ccc2c(c1)CCc1ccccc1-2,-1%,i,6,-14,0.2,0%,i,0%
Cc1nc2ncnn2c(C)c1CCC(=O)N1CCN(Cc2ccccc2)CC1,7%,i,9,-2,-2.2,-1%,i,-3%
CC(C)n1c(CN2CCN(Cc3ccccc3)CC2)nc2ccccc21,5%,i,-5,-3,-1.3,0%,-7%,3%
CC(=O)c1ccc(Nc2nc(CN)cs2)cc1,3%,i,17,2,0.5,x,21%,5%
COc1ccc(-n2nc3c(N4CCC(C(=O)N5CCCCCC5)CC4)nnc(C)c3c2C)cc1,9%,i,-26,-11,-2.4,-3%,-16%,1%
Cc1ccc(C)c(NC(=S)N(CCc2nc3cc(C)c(C)cc3[nH]2)Cc2cccnc2)c1,9%,i,-10,-10,-58*,5%,i,0%
COc1ccc(C2OC(CCc3ccccc3)Cc3[nH]c(=S)[nH]c(=O)c32)cc1 (stereo not given),21%,i,0,-17,-0.5,x,-20%,5%
COc1ccc2c(c1)Cc1sc(NC(=O)c3cccnc3)nc1-2,-2%,i,29,4,-2.6,-4%,-21%,7%
O=C(CSc1n[nH]c(=O)[nH]c1=O)Nc1ccccc1C(=O)c1ccccc1,8%,i,u,-2,-1.5,1%,i,1%
Cc1cc(C)nc(NS(=O)(=O)c2ccc(NC(=O)CN3C(=O)S/C(=C\c4ccccc4)C3=O)cc2)n1,6%,i,0,6,-6.4,1%,-19%,-11%
Cc1nc([N+](=O)[O-])cn1CCCCN1C(=O)c2ccccc2C1=O,1%,i,11,6,-0.1,1%,i,3%
Cc1ccc(Cn2nnc3c(=O)[nH]c(C4CCCN(C(=O)c5ccco5)C4)nc32)cc1 (stereo not given),0%,i,10,3,-0.1,-1%,-12%,-7%
O=c1[nH]c(/C=C/c2ccccc2Cl)nc2ccccc12,11%,i,u,-14,-8.2,-3%,-10%,-16%
CC(C(=O)Nc1ccc(Cl)cc1)N(C)Cc1cccs1 (stereo not given),10%,i,u,-20,-0.4,-2%,-22%,6%
Cc1cc(C(=O)N/N=C/c2cc(N=Nc3ccccc3)ccc2O)n[nH]1,-15%,i,-16,-3,0.9,-1%,-8%,-9%

# Assay outcomes (PubChem)
